Source: PubChem BioAssay
TNAP act hi DEA – TNAP activators at high phosphate acceptor level, primary screen, biochemical, luminescence, uHTS; 200,000 tested, under 10 active; Alkaline phosphatase, tissue-nonspecific isozyme (Homo sapiens), P05186; purified TNAP, CDP-star luminescence, 1 M DEA, 30 min; hits give high values; 0 = EDTA background, 1 = DMSO-only activity; activation factor at 20 µM; AID 1136, 2008;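 active means activation factor at least 2 at 20 µM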
Target sequence (P05186 whole entry, looked up): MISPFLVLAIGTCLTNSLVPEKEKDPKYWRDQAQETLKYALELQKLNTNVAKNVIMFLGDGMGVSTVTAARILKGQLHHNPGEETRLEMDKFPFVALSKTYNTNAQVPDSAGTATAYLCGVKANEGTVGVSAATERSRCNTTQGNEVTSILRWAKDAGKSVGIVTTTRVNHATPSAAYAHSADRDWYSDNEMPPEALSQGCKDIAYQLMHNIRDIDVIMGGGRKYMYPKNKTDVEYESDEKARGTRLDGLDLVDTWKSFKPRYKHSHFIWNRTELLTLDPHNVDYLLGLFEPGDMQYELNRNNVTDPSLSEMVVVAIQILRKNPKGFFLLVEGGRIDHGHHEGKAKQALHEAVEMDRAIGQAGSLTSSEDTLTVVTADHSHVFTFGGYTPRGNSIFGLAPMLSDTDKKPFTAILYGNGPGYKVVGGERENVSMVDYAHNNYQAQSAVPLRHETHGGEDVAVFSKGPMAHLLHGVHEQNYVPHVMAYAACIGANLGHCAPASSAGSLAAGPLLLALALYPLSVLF
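Measured by: Luminescent substrate turnover signal | Test system: Human TNAP | Input: TNAP 1/800 final | Dosing: 20 µM single point | Schedule: 30 min, room temperature | Controls: EDTA wells as negative control, DMSO wells as positive control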
Diaphorase inh – diaphorase inhibitors and chemical oxidizers, primary screen, counter-screen for diaphorase-coupled primary assays, biochemical, uHTS, resorufin fluorescence; diaphorase resazurin-to-resorufin fluorescence, NADH, 16 min; bacterial (C. kluyveri) enzyme, not human; inhibition, % at 20 µM; actives 0.69% (n = 190,000); AID 1217, 2008;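 active means primary screen inhibition at 20 µM above a set limit, cut at about 50% in these data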;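 further: plate controls were DMSO with full reaction for no effect and wells lacking NADH for full effect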
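Test system: bacterial diaphorase enzyme (C. kluyveri); Quantity: 0.14 U/mL diaphorase, enzyme working solution; Times: reaction incubation of 16 min at room temperature; Measured by: fluorescence of resorufin formed from resazurin, Ex 544/Em 590 nm; Benchmarks: positive control minus NADH, DMSO neutral control.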
Diaph act CS – compounds boosting diaphorase resazurin reduction – biochemical, uHTS, resorufin fluorescence, counter-screen for diaphorase-coupled primary assays, primary screen | Diaphorase/resazurin coupled assay, 16 min; hits give high values; 1 = vehicle wells, 0 = NADH-free wells | actives 0.005% (n = 190,000) | AID 1229, 2008 | activation factor at 20 µM;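 active means diaphorase activity raised at least twofold by the compound at 20 µM; inactive means activation factor below 2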
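Material: purified diaphorase enzyme from Clostridium kluyveri; Also added: 0.114 mM NADH and 0.1 mM resazurin, final amounts; Doses: single compound dose of 20 µM, 1% DMSO final; Times: 16 min enzyme reaction, ambient temperature; Detection: resorufin fluorescence, excitation 544 nm, emission 590 nm; Measure: increased resorufin signal from activators or reducing compounds.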
bIAP inh – bovine intestinal alkaline phosphatase inhibitors, primary screen, selectivity assay for TNAP inhibitor project, biochemical, bovine IAP, CDP-star luminescence. alkaline phosphatase, intestinal [Bos taurus]. purified bovine IAP, 30 min. inhibition, % at 20 µM. 190,000 tested, under 10 active. AID 1019, 2008;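 active means over 50% inhibition of intestinal alkaline phosphatase at 20 µM in the single-dose screen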
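test system = bovine IAP enzyme | medium = DEA buffer 100 mM, pH 9.8, with MgCl2 1.0 mM, ZnCl2 0.02 mM | detection = luminescence | dosing = single compound dose of 20 µM, 2% DMSO final | incubation = 30 min reaction at room temperature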
PMI act hi M6P – human PMI activators, high substrate, primary screen, biochemical, fluorescence intensity, near-saturating mannose 6-phosphate. Mannose-6-phosphate isomerase (Homo sapiens), P34949. AID 1216, 2008. coupled PMI enzyme assay, resazurin fluorescence, 20 min; hits give high values; 1 = untreated enzyme, 0 = substrate-free blank. activation factor at 20 µM. actives 0.34% (n = 190,000);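 active means activation factor of 2 or more at 20 µM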
Target sequence (P34949 whole entry, looked up): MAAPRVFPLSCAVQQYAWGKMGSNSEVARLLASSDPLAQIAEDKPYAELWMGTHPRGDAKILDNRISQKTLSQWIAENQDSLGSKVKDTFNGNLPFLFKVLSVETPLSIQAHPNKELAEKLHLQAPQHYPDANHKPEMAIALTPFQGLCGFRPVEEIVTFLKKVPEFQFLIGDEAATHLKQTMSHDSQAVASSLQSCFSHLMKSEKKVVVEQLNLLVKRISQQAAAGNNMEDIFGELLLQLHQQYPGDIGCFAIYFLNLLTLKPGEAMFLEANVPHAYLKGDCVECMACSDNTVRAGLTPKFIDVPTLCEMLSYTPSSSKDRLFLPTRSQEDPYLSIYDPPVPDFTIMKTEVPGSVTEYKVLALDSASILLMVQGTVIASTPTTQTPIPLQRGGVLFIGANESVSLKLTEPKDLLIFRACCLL
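Technique: Diaphorase-driven resazurin-to-resorufin fluorescence, excitation 544, emission 590 nm | Assay system: Human PMI in coupled enzyme assay | Times: Enzyme reaction with compound 20 min at room temperature | Medium: HEPES-buffered pH 7.4 with magnesium and detergent | Reagent: Mannose-6-phosphate 1.0 mM (near-saturating) plus 0.22 mM NADP+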
TNAP inh noacc – human TNAP enzyme inhibitors, primary screen, biochemical, luminescent, no phosphate acceptor, uHTS | actives 0.26% (n = 200,000) | inhibition, % at 20 µM | AID 1012, 2008 | purified TNAP, CDP-star luminescence, 30 min | Alkaline phosphatase, tissue-nonspecific isozyme (Homo sapiens), P05186;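 active means tissue-nonspecific alkaline phosphatase inhibition above about 50% at 20 µM in the single-dose screen, limit read from the data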;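 further: 0% = DMSO negative control and 100% = EDTA positive control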
bIAP activator – bovine intestinal alkaline phosphatase activators, primary screen, biochemical, bovine IAP, CDP-star luminescence; alkaline phosphatase, intestinal [Bos taurus]; purified bovine IAP, 30 min; hits give high values; fold of DMSO-control signal, blank-subtracted; actives 0.17% (n = 200,000); activation factor at 20 µM; AID 1016, 2008;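 active means activation factor of 2 or more at 20 µM, a signal rise over negative controls twice the positive control's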
L major viab – Leishmania major promastigote growth inhibition, primary screen. Leishmania major promastigotes, resazurin fluorescence viability. inhibition, % at 10 µM. actives 9% (n = 200,000). AID 1063, 2008; in the data active means inhibition above about 50%;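 further: promastigotes grown with compound for 44 hours at 28 °C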
PMI act – activators of human PMI, primary screen, biochemical, fluorescence intensity, near-Km mannose 6-phosphate; AID 1214, 2008; actives 0.005% (n = 190,000); activation factor at 20 µM; purified human PMI, coupled resazurin fluorescence, 20 min; hits give high values; 1 = vehicle control, 0 substrate-free wells; Mannose-6-phosphate isomerase (Homo sapiens), P34949;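 active means activation factor of 2 or more at 20 µM, relative to plate controls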
TNAP inh hiacc – human TNAP enzyme inhibitors, primary screen, biochemical, luminescent, high phosphate acceptor level, uHTS; AID 1135, 2008; Alkaline phosphatase, tissue-nonspecific isozyme (Homo sapiens), P05186; actives 0.03% (n = 200,000); purified TNAP, CDP-star luminescence, 1 M DEA; inhibition, % at 20 µM;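 active means over 50% inhibition of tissue-nonspecific alkaline phosphatase at 20 µM in the single-dose screen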;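 further: plate controls were DMSO wells for no effect and EDTA-quenched wells as full inhibition for full effect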
* marks the source's active call; other numbers are inactive results.

SMILES | TNAP act hi DEA | Diaphorase inh | Diaph act CS | bIAP inh | PMI act hi M6P | TNAP inh noacc | bIAP activator | L major viab | PMI act | TNAP inh hiacc
CCOC(=O)c1c(C)[nH]c(C(=O)OC)c1CCC(=O)OC | 1 | 0 | 1 | 2 | 1.1 | 6 | 1 | 8 | 1 | -3
O=C(/C=C/c1ccc2c(c1)OCO2)N1CCN(c2ccc(Cl)cc2)CC1 | 1 | -6 | 1.1 | -40 | 1 | 5 | 1.4 | 8 | 1.1 | -4
Cc1[nH]n(-c2ccccc2)c(=O)c1C(c1ccc(C(=O)O)cc1)c1c(C)[nH]n(-c2ccccc2)c1=O | 0.9 | -2 | 1 | 35 | 0.9 | 3 | 0.7 | -5 | 1 | 6
CCn1cnc2sc(C(=O)O)c(C)c2c1=O | 1 | 4 | 1 | 12 | 1.1 | -2 | 0.9 | -8 | 1.1 | -3
CSc1ccccc1NC(=O)c1cc(-c2cccs2)on1 | 1 | 13 | 0.9 | 1 | 1 | -4 | 1 | -8 | 1 | -3
N#CCCNCC1(c2ccccc2)CCCC1 | 1 | -3 | 1 | 5 | 1 | -4 | 1 | 0 | 1 | 0
Cc1cc2ccccc2c(=O)n1CC(=O)NCc1ccco1 | 1 | -6 | 1.1 | 0 | 1.1 | -8 | 1 | -5 | 1.1 | 0
O=c1c2ccccc2[nH]c(=S)n1CCC1=CCCCC1 | 1 | 3 | 1 | 6 | 1.1 | -22 | 0.9 | 13 | 1 | -4
O=C(NCc1ccc2c(c1)OCO2)c1nn2cccnc2c1Cl | 1 | 10 | 0.9 | 11 | 1 | -7 | 0.9 | 11 | 0.9 | -2
c1ccc(CNc2ncnc3c2cnn3Cc2ccccc2)cc1 | 1 | 13 | 0.9 | 6 | 0.9 | -6 | 0.9 | 18 | 0.9 | -2
CCCCNC(=O)C1COc2ccccc2O1 (configuration not stated) | 1 | 6 | 0.9 | 7 | 1 | -4 | 0.9 | -10 | 1 | -4
Cn1c(N)c(C(=O)COC(=O)c2ncc(Cl)c(Cl)c2Cl)c(=O)n(C)c1=O | 1 | 21 | 0.8 | 6 | 1.1 | 1 | 0.9 | 1 | 1.1 | -5
O=C(Nc1cccc(F)c1)c1ccc(-c2ccccc2Cl)o1 | 1 | 10 | 0.9 | -2 | 1 | -7 | 1 | 5 | 1 | -5
Cc1nnn(C23CC4CC(CC(C(=O)NN)(C4)C2)C3)n1 | 1 | -2 | 1 | -43 | 1.1 | 0 | 1.4 | -5 | 1.1 | -2
Cc1cc(C)n(-c2nc(C)nc(N)n2)n1 | 1 | 5 | 1 | 12 | 1 | -11 | 0.9 | -3 | 1 | -5
COc1cc(/C=N/Nc2snc(SC)c2C#N)ccc1O | 0.9 | 6 | 0.9 | 8 | 1.3 | -2 | 0.9 | 10 | 1.2 | 6
Cc1cc(NC(=O)CSc2nccn2-c2ccc([N+](=O)[O-])cc2)no1 | 1 | 5 | 1 | -3 | 1 | -8 | 1 | -2 | 1 | -1
O=C(NCc1ccc2c(c1)OCO2)c1ccc(CSCc2cccc(Cl)c2)o1 | 1.1 | 0 | 1 | 6 | 0.9 | -10 | 0.9 | 43 | 0.8 | -5
CCN1CCC2(CC1)N=C(c1ccc(F)cc1)C(=S)N2 | 1 | 10 | 0.9 | -8 | 0.9 | -2 | 1.1 | -6 | 0.9 | 1
COc1ccc2[nH]c(=O)c(CN(C(C)=O)c3cccc(C)c3)cc2c1 | 1.1 | 8 | 0.9 | 4 | 1 | -13 | 1 | 0 | 1.2 | -7
Cc1ccc(-c2cc3c(n2-c2ccc(C(=O)O)cc2)CCCC3=O)cc1 | 1 | 11 | 0.9 | 3 | 1 | -10 | 1 | -6 | 1.1 | 0
O=C(Cc1cccs1)Nc1cccc(-c2nc3ccccc3o2)c1 | 1.1 | -2 | 1 | 6 | 1 | -16 | 0.9 | -5 | 0.9 | -6
CCOC(=O)c1c(NC(=O)C2CCCO2)sc(C(=O)OC(C)(C)C)c1C (configuration not stated) | 1 | 12 | 0.9 | -10 | 1 | -1 | 1.1 | 4 | 0.7 | 0
O=S(=O)(Nc1ccccn1)c1cnc(Cl)c(Br)c1 | 1 | 11 | 0.9 | 16 | 1 | 5 | 0.8 | -8 | 1.1 | 0
Cc1nnsc1Sc1ccccn1 | 1 | 2 | 1 | 4 | 1.1 | 1 | 1 | -4 | 1 | -1
(more compounds)
SMILES | TNAP act hi DEA | Diaphorase inh | Diaph act CS | bIAP inh | PMI act hi M6P | TNAP inh noacc | bIAP activator | L major viab | PMI act | TNAP inh hiacc
COc1ccc(NC(=O)Cc2c(F)cccc2Cl)cc1 | 1.1 | -19 | 1.2 | -9 | 1.2 | -8 | 1.1 | 2 | 1.2 | -6
Cc1noc(C)c1COC(=O)c1cccc(S(=O)(=O)N2c3ccccc3CC2C)c1 (configuration not stated) | 1.1 | 19 | 0.8 | 3 | 1 | -12 | 1 | 17 | 0.9 | -5
CC(C)(C)CC(C)(C)NC(=O)Nc1cccc([N+](=O)[O-])c1 | 1 | 16 | 0.8 | 1 | 1 | -7 | 1 | 11 | 1 | -1
CCOc1ccc2nc(NS(=O)(=O)c3ccc4c(c3)n(C)c(=O)n4C)sc2c1 | 1.1 | 7 | 0.9 | 3 | 1.2 | -13 | 1 | -8 | 1.1 | -5
C/C(=N\NC(=O)c1cccc(Br)c1)c1ccc(Br)cc1 | 1 | 0 | 1 | 11 | 1 | -8 | 0.9 | 2 | 1 | 0
NS(=O)(=O)c1ccc(N2CCCCCC2)c([N+](=O)[O-])c1 | 0.9 | 14 | 0.9 | 16 | 0.9 | 12 | 0.8 | -1 | 0.9 | 11
Cc1c(Cl)cccc1NC(=S)NNc1ncc(C(F)(F)F)cc1Cl | 1 | -2 | 1 | 21 | 1.1 | -122 | 0.8 | 0 | 1.1 | -4
CCc1cccc(CC)c1NC(=S)NC(C)c1ccccc1 (configuration not stated) | 1.1 | 17 | 0.8 | 4 | 1 | 1 | 1 | 40 | 0.9 | -6
COc1ccc(OCC(=O)Nc2ccc(N3CCN(C(=O)c4ccccc4C)CC3)cc2)cc1 | 1 | -7 | 1.1 | -40 | 1 | -6 | 1.4 | 35 | 1.1 | -4
Cc1nc2c(C(=O)N3CCN(c4ccccn4)CC3)cnn2c(C)c1Cc1cccc(Cl)c1 | 1 | 19 | 0.8 | 0 | 0.9 | -7 | 1 | 3 | 0.9 | -3
CCOC(=O)CSc1ncnc2c1nnn2-c1ccc(F)cc1 | 1 | 13 | 0.9 | 6 | 1.1 | -13 | 0.9 | -3 | 1 | -5
OCCNc1nc(-c2ccccc2)c2cc(Cl)ccc2n1 | 1.1 | -5 | 1.1 | -13 | 1 | -14 | 1.1 | 2 | 1 | -9
O=C(NNS(=O)(=O)c1ccccc1[N+](=O)[O-])c1ccc(O)cc1 | 1 | 0 | 1 | -1 | 1.1 | -6 | 1 | -14 | 1.1 | -4
COC(=O)c1ccc(-n2nnnc2SCC(=O)Nc2ccccc2OC)cc1 | 1.1 | 5 | 1 | 13 | 1 | 6 | 0.9 | -3 | 1 | -6
Nn1c(SCc2cc([N+](=O)[O-])cc3c2OCOC3)nnc1-c1cccnc1 | 1 | 12 | 0.9 | -4 | 1.1 | 8 | 1 | -1 | 1.1 | 0
CCN(CC)CCNC(=O)c1c(C)n(-c2ccccc2)c2cc(Br)c(OC)cc12 | 1 | 15 | 0.8 | -24 | 0.8 | -8 | 1.2 | 101* | 0.9 | -4
Cc1ccc(C(C2C(=O)CC(C)(C)CC2=O)C2C(=O)CC(C)(C)CC2=O)s1 | 1 | 11 | 0.9 | -4 | 1 | -4 | 1 | -5 | 0.9 | 0
Cc1n[nH]c(C)c1S(=O)(=O)N1CCC(C(=O)O)CC1 | 1 | 7 | 0.9 | 12 | 0.9 | 48 | 0.9 | -3 | 0.9 | 0
CC1CCCN(C(=O)c2sc3cc([N+](=O)[O-])ccc3c2Cl)C1 (configuration not stated) | 1 | 12 | 0.9 | 5 | 1 | -2 | 1 | -1 | 1 | 0
CC(=O)c1ccccc1C(=O)NCc1cccnc1 | 1 | 1 | 1 | 28 | 1 | -17 | 0.7 | -7 | 1 | -1
Clc1ccc(-c2nc3ccccc3n2OCc2ccccc2)cc1 | 1 | 15 | 0.8 | 6 | 1 | -8 | 0.9 | -4 | 0.9 | -3
COc1ccc(C2NC(=O)NC(c3ccccc3)=C2c2nc3ccccc3s2)cc1 (configuration not stated) | 0.9 | 22 | 0.8 | 6 | 1 | 13 | 0.9 | 37 | 0.9 | 6
Cc1ccc2nc(C)c(C(=O)N/N=C/c3cccs3)n2c1 | 1 | -2 | 1 | 2 | 1 | -10 | 1 | 7 | 1.1 | 0
O=C(c1noc2c1CCc1ccccc1-2)N1CCCc2ccccc21 | 1.1 | 25 | 0.8 | 15 | 0.9 | -3 | 0.8 | 14 | 1 | -10
O=C(Nc1cccc(O)c1)c1ccc(Br)c(S(=O)(=O)N2CCCCC2)c1 | 1 | 17 | 0.8 | 8 | 0.9 | -3 | 0.9 | -3 | 0.9 | -1

3 compounds already listed, sorted by number of heavy atoms, smallest number first:
SMILES | TNAP act hi DEA | Diaphorase inh | Diaph act CS | bIAP inh | PMI act hi M6P | TNAP inh noacc | bIAP activator | L major viab | PMI act | TNAP inh hiacc
COC(=O)c1ccc(-n2nnnc2SCC(=O)Nc2ccccc2OC)cc1 | 1.1 | 5 | 1 | 13 | 1 | 6 | 0.9 | -3 | 1 | -6
Cc1noc(C)c1COC(=O)c1cccc(S(=O)(=O)N2c3ccccc3CC2C)c1 (configuration not stated) | 1.1 | 19 | 0.8 | 3 | 1 | -12 | 1 | 17 | 0.9 | -5
Cc1nc2c(C(=O)N3CCN(c4ccccn4)CC3)cnn2c(C)c1Cc1cccc(Cl)c1 | 1 | 19 | 0.8 | 0 | 0.9 | -7 | 1 | 3 | 0.9 | -3

Rows are unselected; any-hit rate near 10%.
